Compound activity: PubChem BioAssay, National Center for Advancing Translational Sciences (NCATS)
Luc counter: Counterscreen for Luciferase (Kinase-Glo TM) Inhibition; Luciferin 4-monooxygenase (Photuris pensylvanica), Q27757; Kinase-Glo luciferase, ATP luminescence, 8 min; Potency, µM (top dose mostly 38.3 µM), without a hit: at the top dose activity change, negative = inhibition, usual class: inhibitors; 200,000 tested, 0.28% active; AID 1379, 2008; further: nearly all actives have a fitted effect of over 60% in size
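Compound is pinned into ATP-containing buffer (10 uM ATP, imidazole pH 7.2, 7 mM MgCl2). Kinase-Glo luciferase reagent is then added. Light output is recorded following an 8-min room-temperature incubation.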
ALDH1A1 inh: qHTS Assay for Inhibitors of Aldehyde Dehydrogenase 1 (ALDH1A1); Aldehyde dehydrogenase 1A1 (Homo sapiens), P00352; Purified ALDH1A1, NADH fluorescence, propionaldehyde substrate; Potency, µM (top dose mostly 75.3 µM), inactives show top-dose activity, negative = inhibition, actives largely listed as inhibitors; 220,000 tested, 7.3% active; AID 1030, 2008; active means well fitted inhibition curve with a large enough effect, not every such curve was filed as active; inconclusive means small, poorly fitted or top-dose-only effect, or another doubt; inactive means no such curve, though single readings can be large or run the other way;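 further: plate controls were no enzyme wells and a reference inhibitor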
Target sequence (P00352 whole entry, looked up): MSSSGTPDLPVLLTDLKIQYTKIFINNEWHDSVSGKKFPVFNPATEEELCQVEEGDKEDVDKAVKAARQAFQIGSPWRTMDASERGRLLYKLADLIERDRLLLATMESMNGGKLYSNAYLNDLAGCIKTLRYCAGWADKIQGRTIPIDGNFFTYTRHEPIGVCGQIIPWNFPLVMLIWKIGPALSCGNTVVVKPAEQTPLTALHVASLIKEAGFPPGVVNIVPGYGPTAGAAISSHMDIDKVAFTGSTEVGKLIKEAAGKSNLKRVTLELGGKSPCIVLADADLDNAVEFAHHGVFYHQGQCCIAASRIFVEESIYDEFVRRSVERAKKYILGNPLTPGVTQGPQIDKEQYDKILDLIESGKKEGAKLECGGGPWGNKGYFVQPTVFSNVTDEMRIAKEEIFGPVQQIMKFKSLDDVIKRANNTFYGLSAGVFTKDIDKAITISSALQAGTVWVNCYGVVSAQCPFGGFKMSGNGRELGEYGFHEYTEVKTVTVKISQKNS
Lamin A splicing: qHTS Assay for Modulators of Lamin A Splicing; HeLa LMNA splicing GFP/RFP minigene ratio, 48 h; Potency, µM (top dose mostly 46.1 µM), for the others: at the top dose ratio change, negative = inhibition, usual class: inhibitors; 200,000 tested, 0.01% active; active means well fitted inhibition curve with a large enough effect in the signal ratio, with a control signal flat, not every such curve was filed as active; inconclusive means small, poorly fitted or top-dose-only effect, or effect the other way, or a change in a side signal; the % refers to the signal ratio
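S3 HeLa cells stably expressing lamin A-EGFP splicing minigene plus DsRed2, 600 cells/well, 48 h compound exposure at 37C. Laser-scanning cytometry; analysed as GFP (500-530 nm)/RFP (575-640 nm) total intensity ratio; 0.5% DMSO vehicle.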
RECQ1 helicase: qHTS Assay for Inhibitors of RecQ-Like Dna Helicase 1 (RECQ1); ATP-dependent DNA helicase Q1 (Homo sapiens), P46063; RECQ1 DNA unwinding, red fluorescence kinetic read; Potency, µM (series often up to 57.3 µM), for the others: at the highest dose activity, negative = inhibition, actives largely listed as inhibitors; 240,000 tested, 0.54% active; AID 2549, 2010;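 further: plate controls were vehicle for no effect and no enzyme for full effect; nearly all actives have a fitted effect of over 30% in size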
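50 nM RECQ1T1 preincubated 15 min with compound in Tris pH 8.0 buffer with MgCl2, DTT, Tween-20 and 2.5 ug/ml poly(dI-dC); started with 200 nM TAMRA/BHQ-2 forked duplex and 2 mM ATP. Unwinding read as fluorescence (525/598 nm), two reads 2 h apart.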
Tau fibril ThT: qHTS for Inhibitors of Tau Fibril Formation, Thioflavin T Binding. Potency, µM (titrated, usually from 57.4 µM), inactives show at the top dose activity, negative = inhibition, actives largely listed as inhibitors. recombinant tau K18 P301L (four-repeat tau fragment), heparin-induced fibrillization, ThT fluorescence. Microtubule-associated protein tau (Homo sapiens), P10636. 270,000 tested, 2.1% active. AID 1460, 2008; further: nearly all actives have a fitted effect of over 55% in size
Target sequence (P10636 561-689 P618L limits assumed): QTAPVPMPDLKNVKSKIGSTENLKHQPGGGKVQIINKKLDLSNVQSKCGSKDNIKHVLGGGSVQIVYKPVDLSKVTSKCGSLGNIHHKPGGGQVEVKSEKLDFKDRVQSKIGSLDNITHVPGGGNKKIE
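In this qHTS, human K18 P301L tau is incubated with compound and heparin for 6 hr at 37 C, and Thioflavin T fluorescence then reports fibril load.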
* hit, by the source's call. Unless noted, the call rests on the fitted dose curve; in most records, active means well fitted inhibition curve with a large enough effect; inconclusive means small, poorly fitted or top-dose-only effect; inactive means flat fitted curve, though single readings scatter. Unless noted, on the % scale 0 is the no-effect control and ±100 the full control effect; potency means the concentration at half of the fitted maximal effect. Some of the compounds tested; the hit share may differ from the screen's.

CCOc1ccc(NC(=O)C2CCCN(c3nnc(C)c4c(C)n(-c5ccccc5)nc34)C2)cc1 (stereo not drawn) was read as Tau fibril ThT 2%.
`CC(C)Cc1ccc(CC(=O)O)cc1` gave Lamin A splicing 20%.
For C#Cc1cccc(Nc2ncnc3cc(OCCOC)c(OCCOC)cc23)c1 the results were Lamin A splicing inconclusive.
For NC(=O)[C@@H]1CCCN1C(=O)[C@H](Cc1cnc[nH]1)NC(=O)[C@@H]1CCC(=O)N1 the results were Lamin A splicing inconclusive.
`NC(CS)C(=O)O` (stereo not drawn) gave Lamin A splicing inconclusive.
`COc1cc2c(cc1OC)C1CC(=O)C(CC(C)C)CN1CC2` (stereo not drawn) gave Lamin A splicing 8%.
For Cc1ncc(COP(=O)(O)O)c(C=O)c1O the results were Lamin A splicing inconclusive.
Screening Cc1c(C(=O)NN2CCCCC2)nn(-c2ccc(Cl)cc2Cl)c1-c1ccc(Cl)cc1 returned Lamin A splicing inconclusive.
`CN1C(C(=O)Nc2ccccn2)C(=O)c2sc(Cl)cc2S1(=O)=O` (stereo not drawn) gave Lamin A splicing -15%.
For CCCc1ccc(C(=O)O)cc1 the results were Lamin A splicing inconclusive.
`NS(=O)(=O)c1ccc(Cl)c(S(N)(=O)=O)c1` gave Lamin A splicing 3%.
Screening Cn1c(NCCN(CCO)CCCc2ccc([N+](=O)[O-])cc2)cc(=O)n(C)c1=O returned Lamin A splicing 2%.
CCCCC(=O)OCC(=O)[C@]1(O)Cc2c(O)c3c(c(O)c2[C@H](OC2CC(NC(=O)C(F)(F)F)C(O)C(C)O2)C1)C(=O)c1c(OC)cccc1C3=O (stereo partly drawn) was read as Lamin A splicing inconclusive.
`Nc1nc(Cl)nc2c1ncn2[C@@H]1O[C@@H](CO)[C@@H](O)[C@H]1O` gave Lamin A splicing inconclusive.
`CCc1oc2ccccc2c1C(=O)c1cc(I)c(O)c(I)c1` gave Lamin A splicing inconclusive.
`NCC1CCC(C(=O)Oc2ccc(CCC(=O)O)cc2)CC1` (stereo not drawn) gave Lamin A splicing inconclusive.
Screening CO[C@H]1OC2O[C@@]3(C)CC[C@H]4[C@H](C)CC[C@@H]([C@H]1C)[C@@]24OO3 (stereo partly drawn) returned Lamin A splicing inconclusive.
Screening CCCCCCOC(=O)c1cccnc1 returned Lamin A splicing inconclusive.
`CCOC(=O)Cc1ccc(-c2ccccc2)cc1` gave Lamin A splicing inconclusive.
Screening Cc1ccc(-c2ncc(Cl)cc2-c2ccc(S(C)(=O)=O)cc2)cn1 returned Lamin A splicing inconclusive.

Quoted from above, two compounds:
`CC(C)Cc1ccc(CC(=O)O)cc1` gave Lamin A splicing 20%.
For C#Cc1cccc(Nc2ncnc3cc(OCCOC)c(OCCOC)cc23)c1 the results were Lamin A splicing inconclusive.

Other records:
`NC(=O)C(=O)N/N=C/c1ccc([N+](=O)[O-])o1` gave Lamin A splicing inconclusive.
O=C(O)/C=C/c1ccccc1 was read as Lamin A splicing 19%.
`OC1OC[C@@H](O)[C@H](O)[C@@H]1O` (stereo partly drawn) gave Lamin A splicing -30%.
For CCCCCCCCCCCC(=O)OCC(O)CO (stereo not drawn) the results were Lamin A splicing inconclusive.
Screening C[C@]12CC[C@@H]3c4ccc(O)cc4CC[C@H]3[C@@H]1C[C@H](O)C2O (stereo partly drawn) returned Lamin A splicing 2%.
NC(C(=O)O)C(O)c1ccc(O)c(O)c1 (stereo not drawn) was read as Lamin A splicing inconclusive.
`CC(C)(C)C(=O)OCOP(=O)(COCCn1cnc2c(N)ncnc21)OCOC(=O)C(C)(C)C` gave Lamin A splicing -15%.
`[O-][n+]1ccccc1SSc1cccc[n+]1[O-]` gave Lamin A splicing inconclusive.
`CCN1CCCC1CNC(=O)c1ccc(-n2c(=O)c(=O)[nH]c3ccccc32)cc1` (stereo not drawn) gave Luc counter -1% and ALDH1A1 inh 6%.
Screening O=C(NCCN1CCCCC1)c1ccc(Cc2nc3ccccc3[nH]2)cc1 returned Luc counter -3% and ALDH1A1 inh 6%.
Screening O=C(NC1CCN(Cc2ccccc2)CC1)c1ccc(-n2c(=O)c(=O)[nH]c3ccccc32)cc1 returned Luc counter 1% and ALDH1A1 inh 4%.
`CCCCOc1ccccc1C1NC(=O)NC(C)=C1C(=O)OCCOC` (stereo not drawn) gave Luc counter -3% and ALDH1A1 inh inconclusive.
`O=C(NCc1ccccc1)c1ccc(Cc2nc3ccccc3[nH]2)cc1` gave Luc counter -2% and ALDH1A1 inh 9%.
For O=C(O)c1ccccc1NS(=O)(=O)c1ccc(F)c(Cl)c1 the results were Luc counter -4% and ALDH1A1 inh 6%.
For Cc1cccn2c(=O)c3cc(C#N)c(=NC(=O)c4ccncc4)n(Cc4ccco4)c3nc12 the results were Luc counter -1% and ALDH1A1 inh inconclusive.
For O=C(NC1CCCCC1)c1ccc(Cc2nc3ccccc3[nH]2)cc1 the results were Luc counter -1% and ALDH1A1 inh 5%.
`O=C(NCCCN1CCOCC1)c1ccc(Cc2nc3ccccc3[nH]2)cc1` gave Luc counter -2% and ALDH1A1 inh 9%.
`CN(C)CCCN1C(=O)C(=O)/C(=C(/O)c2ccc(S(=O)(=O)N(C)C)cc2)C1c1ccncc1` (stereo not drawn) gave Luc counter -3% and ALDH1A1 inh 25µM*.
`CCN(CC)CCCCNC(=O)c1ccc(Cc2nc3ccccc3[nH]2)cc1` gave Luc counter -4% and ALDH1A1 inh 0%.
Screening Cc1ccc(NS(=O)(=O)c2cc(C(=O)O)ccc2Cl)cc1C returned Luc counter 0% and ALDH1A1 inh 5%.

Fetched one by one from the list above, 7 records:
`CCCCOc1ccccc1C1NC(=O)NC(C)=C1C(=O)OCCOC` (stereo not drawn) gave Luc counter -3% and ALDH1A1 inh inconclusive.
`OC1OC[C@@H](O)[C@H](O)[C@@H]1O` (stereo partly drawn) gave Lamin A splicing -30%.
`O=C(NCCCN1CCOCC1)c1ccc(Cc2nc3ccccc3[nH]2)cc1` gave Luc counter -2% and ALDH1A1 inh 9%.
`CCN1CCCC1CNC(=O)c1ccc(-n2c(=O)c(=O)[nH]c3ccccc32)cc1` (stereo not drawn) gave Luc counter -1% and ALDH1A1 inh 6%.
O=C(O)/C=C/c1ccccc1 was read as Lamin A splicing 19%.
NC(C(=O)O)C(O)c1ccc(O)c(O)c1 (stereo not drawn) was read as Lamin A splicing inconclusive.
`[O-][n+]1ccccc1SSc1cccc[n+]1[O-]` gave Lamin A splicing inconclusive.

(list continues)
For O=C(O)C1CC(=O)N(CCC23CC4CC(CC(C4)C2)C3)C(=Nc2ccccc2)S1 (stereo not drawn) the results were Luc counter 2% and ALDH1A1 inh inconclusive.
COc1ccc(F)cc1S(=O)(=O)Nc1ccccc1C(=O)O was read as Luc counter 2% and ALDH1A1 inh -11%.
For CN(C)CC(C)(C)CNC(=O)c1ccc(-n2c(=O)c(=O)[nH]c3ccccc32)cc1 the results were Luc counter 0% and ALDH1A1 inh -1%.
For CC(Oc1ccc(Br)cc1)C(=O)NCc1cccnc1 (stereo not drawn) the results were Luc counter -1% and ALDH1A1 inh 6%.
CN(C)CCNC(=O)c1ccc(Cc2nc3ccccc3[nH]2)cc1 was read as Luc counter -1% and ALDH1A1 inh -3%.
For O=C(c1ccc(Cc2nc3ccccc3[nH]2)cc1)N1CCOCC1 the results were Luc counter -1% and ALDH1A1 inh -5%.
For COc1ccc2nc3c(nc2c1)C(=O)c1ccccc1-3 the results were Luc counter -8% and ALDH1A1 inh 3%.
CN(C)CCN(C)C(=O)c1ccc(-n2c(=O)c(=O)[nH]c3ccccc32)cc1 was read as Luc counter -2% and ALDH1A1 inh -5%.
CC1=C(C(=O)OC(C)C)C(c2cccs2)C2=C(CCCC2=O)N1 (stereo not drawn) was read as Luc counter -1% and ALDH1A1 inh 0%.
Screening Cc1ccc(S(=O)(=O)Nc2ccccc2C(=O)O)c(C)c1 returned Luc counter -3% and ALDH1A1 inh inconclusive.
COc1cc(/C=N/NC(=O)c2cc(-c3ccccc3)n[nH]2)ccc1O was read as Luc counter -3% and ALDH1A1 inh inconclusive.
C/C=C/C(=O)[C@@H](C)[C@@H](/C=C/C[Si](C)(C)C)c1ccccc1 was read as RECQ1 helicase inactive.
CC12CCC=CC1C(c1ccc(F)c(Br)c1)N(Cc1ccccc1)C2=O (stereo not drawn) was read as RECQ1 helicase -1%.
CNC(=O)C1(C(F)(F)F)CC(CCCO)CCCO1 (stereo not drawn) was read as RECQ1 helicase -4%.
For O=c1c(O)c(-c2cc(O)c(O)c(O)c2)oc2cc(O)ccc12 the results were RECQ1 helicase 4.5µM*.
CC(O)[C@@H]1NC(=O)[C@H](CCCN)NC(=O)[C@@H](Cc2c[nH]c3ccccc23)NC(=O)[C@H](Cc2ccc(O)cc2)NC(=O)[C@@H](NC(=O)[C@H](N)Cc2ccccc2)CSSC(C)(C)C(C(=O)N[C@H](C(N)=O)[C@@H](C)O)NC1=O (stereo partly drawn) was read as RECQ1 helicase 11%.
For CCCCCC/C=C/c1ccc(OC)c(C2C3C=CCC(C)C3C(=O)N2Cc2ccccc2)c1 (stereo not drawn) the results were RECQ1 helicase -1%.
O=C(O)COc1cccc2c1CCC=C2CCO/N=C(\c1ccccc1)c1cccnc1 was read as RECQ1 helicase 16%.
`CC(O)(c1ccc(Cl)cc1)c1ccc(Cl)cc1` gave RECQ1 helicase -8%.
O=C1c2cc(O)cc(O)c2OC[C@@H]1c1ccc(O)c(O)c1 was read as RECQ1 helicase -9%.
Screening O=S1(=O)C2CC3CCC2(CN1Cc1ccccc1)O3 (stereo not drawn) returned RECQ1 helicase -3%.
For CCC/C=C1/CCCOC(C(=O)NCc2ccc(S(C)(=O)=O)cc2)(C(F)(F)F)C1 (stereo not drawn) the results were RECQ1 helicase inactive.
For CC[C@H](C)[C@H](NC(=O)[C@H](CCCNC(=N)N)NC(=O)[C@@H]1CCCN1C(=O)[C@H](Cc1ccccc1)NC(=O)[C@H](Cc1cnc[nH]1)NC(=O)[C@H](CCCNC(=N)N)NC(=O)[C@@H](NC(=O)[C@H](C)NC(=O)[C@H](CCC(=O)O)NC(=O)[C@H](CC(N)=O)NC(=O)[C@@H](N)CCCCN)C(C)C)C(=O)N[C@@H](Cc1c[nH]c2ccccc12)C(=O)N[C@@H](CC(C)C)C(=O)O the results were RECQ1 helicase -14%.
CC12CCC=CC1C(c1ccoc1)N(Cc1ccccc1)C2=O (stereo not drawn) was read as RECQ1 helicase inactive.
`C=C[C@@H]1[C@@H](C)[C@H](C)C(=O)C([C@H](O)C(C)C)[C@@H]1C` (stereo partly drawn) gave RECQ1 helicase 8%.
